Source: PubChem (National Center for Advancing Translational Sciences (NCATS))
Tb PYK inh = blocks Trypanosoma brucei pyruvate kinase | Q57TT1 | TbPYK enzyme, Kinase-Glo Plus ATP luminescence, 45 min | Potency, µM (top dose mostly 76.8 µM), for the others: at the highest dose activity, negative = inhibition, actives largely listed as inhibitors | 0.12% of 410,000 active; also: nearly all actives have a fitted effect of over 50% in size
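Enzyme and substrate buffer are dispensed first and compound is pin-transferred. ADP at 130 uM final then starts the reaction, which runs 45 min at room temperature. Detection reagent is added for 10 min before luminescence is imaged.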
Pf growth 96h = P. falciparum growth inhibition at 96 hour, primary screen for plastid delayed-death inhibitors. P. falciparum luciferase reporter growth, 96 h. Potency, µM (series often up to 28.7 µM), for inactives: top-dose activity change, negative = inhibition, most hits filed as inhibitors. 6.9% of 320,000 active
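P. falciparum expressing integrated firefly luciferase, in erythrocytes at 2% hematocrit, 0.05% parasitemia, incubated with compounds 96 h at 37 C, 5% CO2. Growth inhibition read as loss of luminescence; two-generation exposure targets delayed-death apicoplast inhibitors.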
HCV inhibitor = inhibitors of hepatitis C virus infection | Huh7.5.1 HCVcc-Cre infection, luciferase reporter, 44 h | 3.4% of 340,000 active | Potency, µM (highest dose often 41.8 µM), without a hit: at the top dose activity change, negative = inhibition, usual class: inhibitors
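1,000 cells/well; 4 h culture; + compound; + HCVcc-Cre (~0.5 moi); 44 h; luciferase substrate, RT 15 min; read 15 sec.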
Pf growth 48h = P. falciparum growth inhibition at 48 hours (one generation); Potency, µM (doses to about 28.7 µM), for the others: at the highest dose activity change, negative = inhibition, hits mostly inhibitors; P. falciparum luciferase growth in erythrocytes, 48 h; 5.9% of 310,000 active
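First compound was added to culture medium, then infected red cells at 0.1% parasitemia and 2% hematocrit (final). After incubation at 37 C under 5% CO2, luciferase detection reagent was dispensed and light output recorded.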
Sm TGR block = blocks Schistosoma mansoni thioredoxin glutathione reductase. 3% of 360,000 active. AID 485364. purified TGR, DTNB reduction, TNB absorbance 405 nm. Potency, µM (highest dose often 114 µM), without a hit: top-dose activity change, negative = inhibition, usual class: inhibitors; also: nearly all actives have a fitted effect of over 60% in size
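Kinetic colorimetric format: TGR-catalysed, NADPH-driven DTNB reduction monitored via TNB absorbance. Enzyme dispensed at 20 nM; compound exposure 15 min at room temperature before reaction start.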
LmPK inh = LmPK (Leishmania mexicana) enzyme inhibition. Q27686. purified LmPK, Kinase-Glo ATP luminescence, 1 h. Potency, µM (titrated, usually from 57.5 µM), inactives show top-dose activity change, negative = inhibition, hits mostly inhibitors. 0.37% of 290,000 active
Target sequence (Q27686 whole entry, looked up): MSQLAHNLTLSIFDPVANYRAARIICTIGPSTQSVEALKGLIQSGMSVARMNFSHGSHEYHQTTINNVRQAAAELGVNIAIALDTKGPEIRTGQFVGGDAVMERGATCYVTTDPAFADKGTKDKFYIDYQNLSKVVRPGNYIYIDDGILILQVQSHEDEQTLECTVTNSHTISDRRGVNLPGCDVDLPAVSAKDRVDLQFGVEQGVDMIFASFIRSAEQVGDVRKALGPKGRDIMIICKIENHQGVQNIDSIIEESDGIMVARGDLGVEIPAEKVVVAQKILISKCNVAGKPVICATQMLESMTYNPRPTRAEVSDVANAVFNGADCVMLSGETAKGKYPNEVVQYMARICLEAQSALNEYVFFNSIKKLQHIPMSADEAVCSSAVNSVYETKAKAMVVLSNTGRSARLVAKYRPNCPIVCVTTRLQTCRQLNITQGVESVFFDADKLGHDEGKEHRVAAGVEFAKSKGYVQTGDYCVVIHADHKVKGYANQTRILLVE
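Screened at intermediate enzyme activity to detect both inhibitors and activators: LmPK at 0.1 nM, with a 0.5 nM enzyme column as activation reference. PEP 0.5 mM, ADP 0.1 mM; ATP detected by luminescence after 1 h.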
Active calls of the source: *; i = inactive; ? = inconclusive; · = not tested or not shown; & = joins results of further samples; [ ] = another dose, or the depositor's remark. Calls follow the shape of the dose curve; as a rule, active = well fitted curve in the direction sought with a large enough effect; inconclusive = small, poorly fitted or top-dose-only effect, or another doubt; inactive = no such curve, though single readings can be large; an effect the other way counts as inactive or inconclusive. % is scaled to controls: 0 for no effect and ±100 for the full control effect; potency is read from the fitted curve at half-maximal effect. Hits appear at their usual frequency. Share with any hit: about 16%.

SMILES	Tb PYK inh	Pf growth 96h	HCV inhibitor	Pf growth 48h	Sm TGR block	LmPK inh
COc1ccc(S(=O)(=O)N2CCC(O)(c3ccc4c(c3)OCO4)CC2)cc1	6%	35%[activator][5.75 µM]	2%	?	1%	2%
CCN(CC)CC(=O)n1c2c(c3ccccc31)CCCC2	2%	31%[activator]	-10%	-4%	-2%	0%
CCOC(=O)Cc1csc(NC(=O)c2ccc3ccccc3n2)n1	1%	43%[activator]	-8%	8%	-2%	-5%
CN(C)S(=O)(=O)Nc1ccccc1F	-1%	?	-1%	24%	-8%	0%
COC(=O)[C@@H](NCc1cccc(CN[C@H](C(=O)OC)C(C)C)c1)C(C)C	3%	?	0%	27%	0%	8%
CCOC(=O)C(CC)n1cnc2c(nnn2-c2ccc(C)cc2)c1=O (configuration not stated)	-1%	?	11%	15%	7%	-1%
CC1CCC(NC(=O)Cn2ncc3ccccc32)CC1 (configuration not stated)	-4%	17%	0%	40%[activator]	8%	2%
Cc1ccc(OCC(=O)Nc2cccc(C)n2)c(C)c1	-2%	·	-16%	228%[activator]	4%	-11%
O=C(C1COc2ccccc2O1)N1CCOCC1 (configuration not stated)	1%	-8%	-3%	26%	0%	0%
c1ccc2c(c1)CCCN2Cc1nnc2n1CCCCC2	1%	4%[5.75 µM]	-2%	11%	?	-1%
COc1ccccc1OCCC(=O)OCC(=O)NCc1ccccc1	2%	46%[activator]	15%	8%	-9%	-7%
CCOP(=O)(OCC)/C(C#N)=C/c1ccoc1	-23%	28%	6%	-2%	45µM*	15%
CCOC(=O)N1N=C(c2ccccc2)CC1(O)C(F)(F)F (configuration not stated)	0%	150%[activator]	-5%	124%[activator]	5%	-17%
COCCN(C(=O)CCC(=O)Nc1cccnc1)C(C(=O)NC1CCCCC1)c1ccccc1 (configuration not stated)	-9%	24%	0%	-17%	7%	1%
Nc1ccc2nn(-c3ccccc3)nc2c1	-5%	4%	-14%	102%[activator]	-12%	-19%
Cc1cc(N2CCOCC2)n2nc(C(F)(F)F)c(-c3ccccc3)c2n1	0%	6%	-19%	-7%	1%	1%
COc1ccc(-n2c(=S)[nH]c3cc(C(=O)O)ccc3c2=O)cc1	-17%	64%[5.75 µM]	19%	1%	8%	0%
O=c1[nH]c(-c2ccccc2)nnc1-c1ccccc1	0%	87%[activator]	8%	80%[activator]	1%	-21%
Cc1cc(C)nc(-n2nc(C)cc2NC(=O)CNC2CCCCC2)n1	-4%	5%[5.75 µM]	0%	0%	0%	1%
C=C(C)C(=O)NC1=NN(c2ccccc2)C(=O)C1	-13%	?	5%	16%	10%	-5%
O=C(Nc1ccccc1C(=O)N1CCN(Cc2ccccc2)CC1)c1ccccn1	2%	-5%	9%	?	-1%	2%
O=C(NCc1ccco1)c1cc(C(=O)C2CCCCC2)c[nH]1	3%	?	-4%	2%	6%	6%
COc1cccc(C(=O)NC(=S)Nc2ccc(N(C)C)cc2)c1	5%	-19%	-18%	143%[activator]	16µM*	-4%
COc1ccc(/C=C(\NC(=O)c2ccc(C)cc2)C(=O)N2CCCCC2)cc1	-1%	?	6%	?	?	4%
c1ccc(-c2nc(-n3ccnc3)nc(-n3ccnc3)n2)cc1	·	2.3µM*	?	8.3µM*	-11%	11%
CCCCN1C(=O)/C(=C2\SC(N3CCCCC3)=NC2=O)c2ccccc21	1%	166%[activator]	?	88%[activator]	1%	-12%
O=C(CSc1nnc(-c2ccccc2O)o1)N1CCc2ccccc2C1	-5%	22%	?	·	0%	8%
O=C(NC1CCCC1)c1cc2nc(-c3ccccc3)cc(-c3ccccc3)n2n1	1%	?	-18%	?	-7%	1%
Cc1ccc(C(=O)Nc2nc(C(C)(C)C)cs2)s1	0%	·	?	20%	25%	4%
O=C(Nc1ccc2c(c1)OCCO2)c1cc(F)c(F)cc1Cl	-2%	3%	-12%	59%[activator]	-1%	-3%
Cc1cc(C(=O)OC2CCOC2=O)c2ccccc2n1 (configuration not stated)	3%	0%	11%	9%	-2%	2%
Cn1nc(C(=O)Nc2cccc(C(=O)NC3CC3)c2)c2ccccc2c1=O	-6%	16%	?	-4%	-3%	·
Cc1ccc(C(=O)OC2CCCN(C)C2)cc1 (configuration not stated)	-2%	21%	-4%	-13%	0%	1%
CNS(=O)(=O)c1cc(NC(=O)CCCNC(=O)c2ccc(Cl)cc2)ccc1C	0%	-25%	-4%	3%	4%	-6%
COCc1ccc(C(=O)N2CCCC(Nc3ccc(C(C)C)cc3)C2)s1 (configuration not stated)	-10%	-25%	·	0%	-6%	-1%
COc1ccc(OC)c(NC(=O)CSc2ccc3ccccc3c2)c1	-1%	-2%	?	48%[activator]	-21%	0%
Cc1ccc2nc(-c3ccc(SCC(=O)Nc4nc(C)cs4)nc3)[nH]c2c1	-1%	0%	-1%	12%	-8%	-7%
O=C(Nc1ccc(NC(=O)C2CC2)nc1)c1ccco1	-3%	·	4%	105%[activator]	0%	-6%
NC(=O)C1=C[C@@H](c2ccc(Br)cc2)C[C@@H](OCc2ccc(CO)cc2)O1	12%	51%[activator]	-28%	31%[activator]	-22%	10%
CN(C)C(CNC(=O)CCc1nc2ccccc2s1)c1ccccc1 (configuration not stated)	2%	4%	3%	24%	5%	0%

Another view of part of the listing above.
Under each structure – Tb PYK inh, Pf growth 96h, HCV inhibitor, Pf growth 48h, Sm TGR block, LmPK inh
- COc1ccc(/C=C(\NC(=O)c2ccc(C)cc2)C(=O)N2CCCCC2)cc1
 : -1%, ?, 6%, ?, ?, 4%
- c1ccc(-c2nc(-n3ccnc3)nc(-n3ccnc3)n2)cc1
 : ·, 2.3µM*, ?, 8.3µM*, -11%, 11%
- CCCCN1C(=O)/C(=C2\SC(N3CCCCC3)=NC2=O)c2ccccc21
 : 1%, 166%[activator], ?, 88%[activator], 1%, -12%
- O=C(CSc1nnc(-c2ccccc2O)o1)N1CCc2ccccc2C1
 : -5%, 22%, ?, ·, 0%, 8%

The list goes on:
SMILES	Tb PYK inh	Pf growth 96h	HCV inhibitor	Pf growth 48h	Sm TGR block	LmPK inh
CC1CCCC(C)N1C(=O)COC(=O)CNC(=O)c1ccc(Cl)cc1Cl (configuration not stated)	0%	12%	?	34%[activator]	1%	·
Cc1cccc(Nc2nnc(SCC3CCCCO3)s2)c1 (configuration not stated)	-15%	?	-30%	27%	-2%	-11%
CCN1C/C(=C\c2cccc(C)c2)c2nc3ccccc3c(C(=O)O)c2C1	·	7%	·	-17%	-8%	-2%
Cc1ccnc(NC(=O)Cc2ccc(F)cc2)n1	-8%	25%	7%	-6%	17%	-3%
O=c1[nH]cc(N=Cc2cc([N+](=O)[O-])ccc2O)c(=O)[nH]1	·	12%	·	23%	-23%	-4%
CC(=O)Nc1ccc(NC(=O)Cn2cc3c(n2)CCC(C)C3)cc1 (configuration not stated)	·	10%	8%	11%	-1%	6%
CSC1=NCCN1S(=O)(=O)c1ccc(C)cc1	8%	-3%	13%	5%	0%	-6%
Cc1ccc(-c2nc(-c3ccc(Cl)cc3)sc2CC(=O)O)c(C)c1	0%	?	17%	3%	-11%	-2%
O=C(CSCc1ccccc1Br)NNC(=S)NCc1ccco1	?	-8%	-9%	16%	7%	5%
O=C(Nc1ccc(Cc2ccc(NC(=O)C3CC3)c(O)c2)cc1O)C1CC1	-1%	10µM*	-10%	4%	-6%	-9%
CCOc1ccc(S(=O)(=O)N2CCC(C(=O)OCc3cccc(OC)c3OC)CC2)cc1	8%	?	-2%	9.3µM*	0%	·
O=C(O)c1ccc(-c2nc3ccccc3s2)o1	-1%	i	13%	241%[activator]	?	-18%
COc1ccccc1N1CCN(C(=O)CCS(=O)(=O)c2ccc3c(c2)oc(=O)n3C)CC1	2%&1%	19%	14%	?	-19%&-10%	3%
CCOC(=O)c1c(C)n(CCOC)c2ccc(O)cc12	-5%	-26%	?	-1%	-35%	1%
O=C(NCCc1ccccc1)C(c1ccncc1)N(C(=O)c1csnn1)C1CC1 (configuration not stated)	3%	12µM*	17%	-17%	-20%	-3%
CSc1nc2nc3c(cc2c(=O)[nH]1)C(O)Oc1ccc(C)cc1-3 (configuration not stated)	-1%	?	-5%	1.3µM*	1%	-1%
Cc1ccc(NC(=O)CCC(=O)NNC(=O)/C=C/C(=O)O)c(C)c1	-8%	30%	-7%	4%	-26%	-2%
COc1cccc2c1N1C(=O)c3c(C(=O)O)cccc3C1CC2(C)C (configuration not stated)	1%	274%[activator]	31%[activator]	14%	?	8%
O=C(O)c1ccccc1-c1nc2ccccc2c(=O)[nH]1	2%	-1%	11%	28%	6%	3%
Cc1cc(C)nc(Nc2ccc(N3CCOCC3)cc2)n1	-21%	·	8%	·	0%	-11%

A different layout for some results above.
Cc1ccc(-c2nc(-c3ccc(Cl)cc3)sc2CC(=O)O)c(C)c1
  Tb PYK inh = 0% | Pf growth 96h = ? | HCV inhibitor = 17% | Pf growth 48h = 3% | Sm TGR block = -11% | LmPK inh = -2%
O=C(CSCc1ccccc1Br)NNC(=S)NCc1ccco1
  Tb PYK inh = ? | Pf growth 96h = -8% | HCV inhibitor = -9% | Pf growth 48h = 16% | Sm TGR block = 7% | LmPK inh = 5%
O=C(Nc1ccc(Cc2ccc(NC(=O)C3CC3)c(O)c2)cc1O)C1CC1
  Tb PYK inh = -1% | Pf growth 96h = 10µM* | HCV inhibitor = -10% | Pf growth 48h = 4% | Sm TGR block = -6% | LmPK inh = -9%
CCOc1ccc(S(=O)(=O)N2CCC(C(=O)OCc3cccc(OC)c3OC)CC2)cc1
  Tb PYK inh = 8% | Pf growth 96h = ? | HCV inhibitor = -2% | Pf growth 48h = 9.3µM* | Sm TGR block = 0% | LmPK inh = ·

(next part)
SMILES	Tb PYK inh	Pf growth 96h	HCV inhibitor	Pf growth 48h	Sm TGR block	LmPK inh
CCOCCCNC(=O)/C(C#N)=C/c1ccccc1F	0%	?	20%	7%	-1%	-4%
Cc1n[nH]c(=O)c2c(NC(=O)CSc3ccccc3F)oc(C)c12	-16%	49%[activator]	-2%	8%	-31%	·
O=C(NC(=S)Nc1ccc2ncccc2c1)c1ccccc1	0%	56%[activator]	-12%	312%[activator]	-31%	6%
O=C(NCCCNC(=O)c1cnccn1)c1cccc(Cl)c1	2%	12%	6%	-14%	-3%	6%
COc1cccc2c(=O)n(CC(=O)Nc3ccc(F)cc3)ccc12	1%	74%[activator]	-5%	33%[activator]	9%	2%
COc1ccccc1C1c2[nH]c3ccccc3c2CCN1Cc1cnc(C)s1 (configuration not stated)	7%	?	5%	?	-18%[57.1 µM]	0%
CCOC(=O)Cn1c(=O)oc2cc(S(=O)(=O)N(C)c3cccc(C)c3)ccc21	4%	-2%	2%	1%	-1%	4%
Cc1cccc(OCC(=O)Nc2ccc(C(=O)Nc3ccccc3C(=O)O)cc2)c1C	3%	-14%	-10%	33%[activator]	0%	5%
Cc1cccc(CNc2ncnc3ccc(-c4cccc(C)c4)cc23)c1	·	3.7µM*	·	13µM*	5%	·
CCc1ccc(OCC(=O)O/N=C(\N)c2ccncc2)c(Br)c1	-8%	7.4µM*	?	179%[activator]	1%	-9%
Cc1cc(N/N=C/c2ccc(N(C)C)cc2)c2ccccc2n1	6%	44%[activator]	?	24%	1%	-13%
COC(=O)c1ccccc1NC(=O)CSc1nccn1C	1%	-10%	2%	47%	3%	3%
CSCC[C@@H](C(=O)O)N1Cc2ccccc2C1=O	3%	?	20%	·	0%	2%
CCc1nc2ccc(C(=O)NCc3ccccc3)cc2nc1CC	0%	-1%	?	-17%	·	-2%
O=C(/C=C/c1ccccc1)N1CCC[C@H]1CO	-3%	-3%	0%[8.37 µM]	10%	-7%	4%
O=C(O)CCCCCN1C(=O)C(O)=C(C(=O)/C=C/c2ccccc2)C1c1cccc([N+](=O)[O-])c1 (configuration not stated)	2%	-25%	18%	2%	·	4%
O=C(COC(=O)c1ccc([N+](=O)[O-])s1)NC(c1ccccc1)c1ccccc1	4%	-6%	15%	?	-30%	3%
